CatB block: human cathepsin B inhibition. P07858. 63,000 tested, 0.1% active. AID 453. inhibition, %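 (tested at 10 µM)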. purified cathepsin B, fluorogenic substrate, fluorescence; in the data active = inhibition above about 21%;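 also: 0% = enzyme with no compound and 100% = no enzyme blank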
PKA kinase inh: inhibitors of human protein kinase A; 65,000 tested, 0.1% active; PKA Kemptide phosphorylation, Kinase-Glo ATP luminescence; P17612; inhibition, % at 6 µM;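 active = inhibition above the screen-wide mean inhibition plus 3 SD, cut at about 21% in these data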; also: many of its hits are not listed in these tables
CatB mix inh: human cathepsin B inhibition by mixtures. P07858. 62,000 tested, 0.06% active. Purified cathepsin B, AMC dipeptide fluorescence, compound mixtures. inhibition, %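 (ten-compound pools at 5 µM per compound and 50 µM total)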. AID 488; in the data active = inhibition above about 22%, passing the limit was not always enough;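 also: 0% = enzyme without compound and 100% = no enzyme blank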
RORA act: RORA (human) activation; activation, % at 10 µM; P35398; 65,000 tested, 1.5% active; CHO-K1 Gal4-RORA LBD luciferase reporter, luminescence; percent increase over mock-subtracted basal signal;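 active = activation above the mean of all tested compounds plus 3 SD, cut at about 49% in these data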;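 also: 0% = DMSO-treated RORA cells and 100% = added signal equal to DMSO minus mock-transfected cells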
Target sequence (P35398 whole entry, looked up, the tested form may be a part): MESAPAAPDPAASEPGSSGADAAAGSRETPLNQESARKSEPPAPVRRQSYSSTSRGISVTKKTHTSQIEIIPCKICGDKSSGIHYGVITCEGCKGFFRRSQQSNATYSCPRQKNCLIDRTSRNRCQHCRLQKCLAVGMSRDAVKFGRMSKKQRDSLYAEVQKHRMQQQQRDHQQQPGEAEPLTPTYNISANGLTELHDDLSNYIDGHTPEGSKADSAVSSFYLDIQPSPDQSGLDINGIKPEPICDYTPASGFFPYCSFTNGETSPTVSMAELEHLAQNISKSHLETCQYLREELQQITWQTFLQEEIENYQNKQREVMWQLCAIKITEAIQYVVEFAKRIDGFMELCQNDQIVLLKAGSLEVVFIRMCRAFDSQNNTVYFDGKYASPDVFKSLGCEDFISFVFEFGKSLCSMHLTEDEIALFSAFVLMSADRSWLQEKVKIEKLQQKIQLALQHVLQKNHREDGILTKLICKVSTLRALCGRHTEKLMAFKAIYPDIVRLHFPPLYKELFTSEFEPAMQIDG
CatS block: human cathepsin S inhibition | inhibition, %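 (tested at 5 µM per compound within 10-compound mixtures)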 | recombinant cathepsin S, AMC dipeptide fluorescence, pooled mixtures | 62,000 tested, 0.06% active; in the data active = inhibition above about 32%, passing the limit was not always enough;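 also: 0% = enzyme without compound and 100% = blank without enzyme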
Target sequence (P25774 115-331 limits assumed): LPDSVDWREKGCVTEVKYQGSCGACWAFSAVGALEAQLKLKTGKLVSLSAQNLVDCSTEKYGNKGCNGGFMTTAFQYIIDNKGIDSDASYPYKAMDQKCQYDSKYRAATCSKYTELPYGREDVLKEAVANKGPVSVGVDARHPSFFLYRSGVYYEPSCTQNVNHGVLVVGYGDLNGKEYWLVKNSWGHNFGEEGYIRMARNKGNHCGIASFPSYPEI
ROCK2 blocker: blocks human Rho kinase 2 activity | inhibition, % at 6 µM | purified ROCK2, Kinase-Glo ATP depletion luminescence | O75116 | 60,000 tested, 0.35% active;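 active = inhibition above the screen-wide mean inhibition plus 3 SD, cut at about 18% in these data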;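 also: plate controls were DMSO wells for no effect and Y-27632 control wells after no-enzyme background subtraction for full effect; many of its hits are not listed in these tables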
Ec RNAP inh: Escherichia coli RNA polymerase inhibition. P0A8V2. E. coli RNA polymerase, fluorescence transcription assay. inhibition, %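 (tested at 10 µM)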. 62,000 tested, 0.2% active; in the data active = inhibition above about 20%;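 also: 0% = enzyme without compound and 100% = no enzyme blank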
JNK3 blocker: blocks human JNK3 kinase activity | P53779 | purified JNK3 kinase activity, HTS | inhibition, % at 8 µM | 60,000 tested, 0.61% active | AID 746; in the data active = inhibition above about 17%;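 also: 0% = DMSO and 100% = reference inhibitor; many of its hits are not listed in these tables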
AP complement: orthogonal test for alternative complement pathway inhibitors. Human serum alternative complement pathway, LPS-coated ELISA, C3 deposition; tested in compound mixtures. inhibition, % at 5 µM. 62,000 tested, 0.08% active. AID 1235;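 active = inhibition above 30% in each of the two pooled mixtures holding the compound, so the lower value exceeds 30%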;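 also: 0% = serum in Mg-EGTA without compound and 100% = EDTA serum blank; some compounds past the cut are filed as inactive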
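Assay system: Human serum alternative complement pathway, C3 deposition on LPS-coated wells | Incubation: 1 h serum-compound exposure at 37 °C | Doses: 5 µM per compound in ten-compound mixtures | Read-out: Percent inhibition | Technique: ELISA with HRP anti-human C3 antibody, TMB substrate, absorbance 450 nm | Replication: Two pool placements per compound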
* marks the source's active call; other numbers are inactive results; . = not tested or not shown. An excerpt (hit frequency here may not be typical).

Compound,CatB block,PKA kinase inh,CatB mix inh,RORA act,CatS block,ROCK2 blocker,Ec RNAP inh,JNK3 blocker,AP complement
CCOC(=O)c1cccc(NC(=O)CN2C(=O)C3C4C=CC(C4)C3C2=O)c1 (stereo not given),-3.0,8.4,-0.8,-10.9,-19.9,6.6,5.0,2.1,8.9
Cc1cccc2cc(C#N)c(NCCNC(=O)NC3CCCCC3)nc12,2.2,-9.7,-3.4,-1.7,-10.3,-3.3,-2.4,-3.8,8.9
CCCN1C(=O)c2ccc(C(=O)NC3=NCCS3)cc2C1=O,-1.2,6.7,4.0,-12.7,-10.1,5.5,2.8,5.9,15.4
COc1ccc(NC(=O)N2CCCC2C(=O)Nc2ccc(C)c(Cl)c2)cc1 (stereo not given),1.4,8.9,0.6,6.2,9.6,6.0,4.3,4.7,-17.9
COc1ccc(-n2nnnc2SCC#CCO)cc1,-0.9,-1.4,-3.2,3.9,1.5,-1.6,4.2,2.8,9.0
Cc1noc(C)c1CSc1nc2ccccc2[nH]1,.,-0.6,.,-14.3,.,-0.5,.,-0.8,.
COc1ccc(-c2nc3n(c2Br)CCC3)cc1,-0.1,2.7,2.1,16.5,-1.9,-5.7,4.2,-4.4,7.4
NC(=O)C1CCCN(C(=O)Nc2cccc3ccccc23)C1 (stereo not given),-0.7,8.2,-4.3,-11.7,-11.7,6.1,-3.6,-8.3,-11.2
COC(=O)c1ccccc1NC(=O)NCc1cccnc1,-0.3,10.1,0.8,-6.6,0.8,5.6,5.0,24.5*,-0.5
COc1ccccc1C(=O)C1Nc2ccccc2-c2nnc(SC)nc2O1 (stereo not given),3.0,-7.8,2.9,-1.0,-3.1,-4.5,-5.5,-4.7,7.9
CCOC(=O)C1CCN(C(=O)CCc2ccccc2)CC1,5.1,9.5,3.0,-17.7,0.0,7.2,10.2,-4.3,-3.5
CC1CN(CC(O)COc2ccc(C(=O)c3ccccc3)cc2)CC(C)O1 (stereo not given),3.1,7.9,-7.0,-5.0,1.5,6.1,3.5,0.6,0.8
O=C(c1cc2cc3ccc(Cl)cc3nc2o1)N1CCN(Cc2ccc3c(c2)OCO3)CC1,-2.1,0.3,5.3,-19.4,12.7,-1.4,9.1,0.4,3.6
Cc1ccc(/C=N/n2nnnc2N)o1,-2.4,3.6,-0.2,-14.8,6.7,11.1,6.4,6.6,-3.8
O=C(O)C1C2C=CC(C2)C1C(=O)Nc1ccc(C(=O)N2CCCCC2)c(Cl)c1 (stereo not given),3.2,0.8,2.7,13.9,-2.9,0.3,-4.9,-4.8,-0.5
Cc1ccc2c(c1)N(CCC(=O)NCCCOC(C)C)C(=O)C(C)O2 (stereo not given),1.0,-6.2,1.6,-9.8,4.9,-3.0,-1.2,-7.3,8.6
CCCCOc1cc(C)nc(NCc2ccccc2)n1,0.7,4.2,1.8,-17.4,-1.8,-1.1,0.9,6.6,-2.0
COc1cc2ccccc2cc1C(=O)Nc1ccc(S(=O)(=O)Nc2cc(C)on2)cc1,-1.6,1.9,4.0,-22.2,-7.3,4.3,4.8,-3.7,14.1
Cc1ccccc1-c1noc(-c2ccccc2C(=O)N2CCCC2)n1,-1.1,11.5,1.3,-3.0,1.0,7.3,4.1,1.7,-1.9
CCn1cc(C(=O)N2CC(C)CC(C)C2)c(=O)c2cc(S(=O)(=O)N(C)C)ccc21 (stereo not given),2.7,-4.6,3.8,-7.3,6.7,-0.2,14.8,0.9,23.6
CCn1nc(C(=O)OCC(=O)c2cc(C)n(Cc3cccs3)c2C)c2ccccc2c1=O,-2.2,6.0,-2.1,6.3,7.4,1.8,-1.4,7.1,3.5
Cc1cc(C)cc(NC(=O)CSc2nnc(-c3ccccc3)n2N)c1,0.1,-3.2,3.6,7.5,11.7,.,8.0,.,3.1
CC1CCCCC1NC(=O)Cn1c(CN2CCCCC2)nc2ccccc2c1=O (stereo not given),6.2,6.2,4.1,-3.7,13.2,2.3,14.7,7.6,11.6
COc1ccccc1Nc1nc(N)nc(CSCCO)n1,2.2,8.0,1.0,-15.3,0.5,6.6,5.5,1.7,-2.6
CNC(=O)Cn1c(=O)n(C)c2ccccc21,2.5,5.1,4.5,-2.8,-1.0,5.9,.,2.6,4.5
CCS(=O)(=O)c1nc2ccccc2n1Cc1ccccc1Cl,6.1,0.9,4.9,18.0,-6.9,-8.3,5.2,6.5,13.6
N#CC(C#N)=c1ccc2c(c1)N1C3=C(CCCC3)CC3CCCCC31N=2 (stereo not given),0.6,1.5,-0.8,-16.5,9.7,-0.5,-3.4,-2.8,4.5
CCCC(=O)N1CC2(CCC)CN(C(=O)CCC)CC(CCC)(C1)C2=O,10.4,13.0,5.0,11.8,13.2,4.0,10.9,5.4,3.3
COC(=O)c1cccc(NC(=O)c2nn(C(C)C)c(=O)c3ccccc23)c1,4.3,11.1,-0.8,-26.7,6.6,10.5,9.1,-5.7,-13.2
CC1(C)CC(NS(=O)(=O)c2ccccc2)CC(C)(C)N1,-3.1,14.2,-7.3,-4.1,-0.3,3.8,-3.1,-2.1,12.9

As a working copy, some entries already given.
Compound,CatB block,PKA kinase inh,CatB mix inh,RORA act,CatS block,ROCK2 blocker,Ec RNAP inh,JNK3 blocker,AP complement
CCn1cc(C(=O)N2CC(C)CC(C)C2)c(=O)c2cc(S(=O)(=O)N(C)C)ccc21 (stereo not given),2.7,-4.6,3.8,-7.3,6.7,-0.2,14.8,0.9,23.6
CCn1nc(C(=O)OCC(=O)c2cc(C)n(Cc3cccs3)c2C)c2ccccc2c1=O,-2.2,6.0,-2.1,6.3,7.4,1.8,-1.4,7.1,3.5
Cc1cc(C)cc(NC(=O)CSc2nnc(-c3ccccc3)n2N)c1,0.1,-3.2,3.6,7.5,11.7,.,8.0,.,3.1

Arranged by value in JNK3 blocker (largest number first): 3 of the compounds above
structure | CatB block | PKA kinase inh | CatB mix inh | CatS block | ROCK2 blocker | Ec RNAP inh | JNK3 blocker | AP complement
CC1CCCCC1NC(=O)Cn1c(CN2CCCCC2)nc2ccccc2c1=O (stereo not given) | 6.2 | 6.2 | 4.1 | 13.2 | 2.3 | 14.7 | 7.6 | 11.6
CCCCOc1cc(C)nc(NCc2ccccc2)n1 | 0.7 | 4.2 | 1.8 | -1.8 | -1.1 | 0.9 | 6.6 | -2.0
Cc1ccccc1-c1noc(-c2ccccc2C(=O)N2CCCC2)n1 | -1.1 | 11.5 | 1.3 | 1.0 | 7.3 | 4.1 | 1.7 | -1.9

Next part
Compound,CatB block,PKA kinase inh,CatB mix inh,RORA act,CatS block,ROCK2 blocker,Ec RNAP inh,JNK3 blocker,AP complement
CCOC(=O)c1sc(-n2[nH]c(C)cc2=O)nc1C,3.3,7.3,.,-2.3,.,5.0,10.9,-3.7,.
O/N=C1\CCCc2oc3c(c21)CCCC3,2.2,8.3,-1.2,14.1,-5.7,.,7.5,.,-0.6
COc1ccccc1N(CC(=O)NC1CCCC1)C(=O)CCC(=O)Nc1cc(C)on1,2.5,6.2,-0.1,-2.5,16.9,3.1,-12.0,-0.8,-16.2
O=C(NCCOc1ccccc1)C1CCCN1C(=O)c1cccs1 (stereo not given),1.1,-1.5,2.8,10.7,1.0,0.9,-6.2,-5.3,3.6
CCn1cc(C(=O)Nc2ccc3c(c2)OCCO3)c2cc(OC)c(OC)cc2c1=O,2.5,2.9,3.6,9.4,9.4,5.1,8.6,-4.0,7.3
Cc1noc(C)c1CSc1ncnc2ccccc12,1.7,-5.9,0.3,-6.9,-3.4,-0.2,-2.3,-0.1,10.0
O=C(CS(=O)CC(=O)Nc1ccc(Cl)cc1)NCC1OCCc2ccccc21 (stereo not given),3.8,3.8,1.8,-28.2,2.4,-6.4,-7.0,0.3,-24.6
CCCCP(=O)(CCCC)Cc1ccccc1O,2.6,8.9,-4.9,-17.1,7.1,4.0,8.9,2.6,-8.8
O=C(c1ccccc1)c1coc2ccc(O)c(Cl)c12,4.5,1.0,3.7,20.7,15.8,0.9,9.1,8.1,-13.2
Cc1ccc(-c2nc(C#N)c(NCCc3ccccn3)o2)cc1,4.5,5.6,-0.6,61.0*,18.0,2.4,8.6,1.0,-6.5
O=C(CSc1nnc(CNC(=O)c2cccs2)o1)NC1CCCC1,-0.7,7.3,8.2,5.5,7.6,.,11.2,.,7.8
Cc1cc(C)cc(NC(=O)CN(C)S(=O)(=O)c2cnc[nH]2)c1,4.9,9.4,2.2,1.2,1.9,1.5,-0.1,-1.5,7.8
COc1ccc(S(=O)(=O)N2CCOCC2)cc1C(C)C,2.0,0.5,3.5,-20.3,8.8,1.6,9.8,-3.2,9.5
CCCCCCC(=O)N(O)C1CC(=O)N(c2ccc(Br)cc2)C1=O (stereo not given),0.6,7.4,0.2,9.4,-16.5,3.6,3.9,3.7,8.9
O=c1[nH]c(SCc2n[nH]c(=S)n2-c2ccccc2)nc2ccccc12,-0.8,-4.0,4.9,-17.4,-8.3,-1.7,-0.3,3.7,11.2
O=c1c2ccccc2nc(SCc2ccccc2)n1Cc1ccco1,3.5,6.1,2.0,-11.9,-3.0,-1.2,9.6,-3.1,-5.2
C/C(=C(\C#N)C(=O)NC1CCCCC1)N(C)C,-2.0,8.8,1.7,-24.1,-2.6,5.4,2.4,-0.2,12.3
COc1cc(SC)ccc1C(=O)NCCCOC(C)C,-0.5,-4.7,-3.4,-7.5,-7.1,-4.0,-3.2,5.4,-4.9
CCOC(=O)c1[nH]c(COC(=O)C2CC(=O)N(Cc3ccccc3)C2)c(C(=O)OCC)c1C (stereo not given),-1.8,4.8,-2.1,14.5,9.6,3.0,0.1,6.5,-4.5
O=C(CSc1nnc(CNc2ccccc2)o1)c1ccc2c(c1)OCCO2,0.8,4.7,-0.5,25.9,1.6,4.5,3.4,3.4,16.5
O=C(NCc1ccc2c(c1)OCO2)c1ccc2c(c1)C(=O)N(Cc1cccnc1)C2=O,2.6,11.2,-15.1,-8.6,-36.4,3.7,6.8,5.3,2.5
CC1Cc2ccccc2N1C(=O)CSc1nc2ccccc2o1 (stereo not given),-1.1,3.3,0.5,23.9,8.1,0.5,7.5,-2.0,-5.3
CCN1CCN(C(=O)Cn2ncc3ccsc3c2=O)CC1,2.7,-5.8,3.6,21.9,4.6,3.8,3.9,-1.1,-4.4

Screens from PubChem.
